# FBW7 act: FBW7 E3 ligase activators, primary screen, biochemical, AlphaScreen, human; 650,000 tested, 0.13% active; AID 1259310, 2017; AlphaScreen FBW7–phospho-cyclin E peptide binding, activator screen; normalized activity (activation), % at 26.1 µM; F-box/WD repeat-containing protein 7 (Homo sapiens), Q969H0; in the data active = normalized activity above about 1.9%;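 also: purified mutant Fbw7 with reduced substrate affinity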
# Target sequence (Q969H0 whole entry, looked up): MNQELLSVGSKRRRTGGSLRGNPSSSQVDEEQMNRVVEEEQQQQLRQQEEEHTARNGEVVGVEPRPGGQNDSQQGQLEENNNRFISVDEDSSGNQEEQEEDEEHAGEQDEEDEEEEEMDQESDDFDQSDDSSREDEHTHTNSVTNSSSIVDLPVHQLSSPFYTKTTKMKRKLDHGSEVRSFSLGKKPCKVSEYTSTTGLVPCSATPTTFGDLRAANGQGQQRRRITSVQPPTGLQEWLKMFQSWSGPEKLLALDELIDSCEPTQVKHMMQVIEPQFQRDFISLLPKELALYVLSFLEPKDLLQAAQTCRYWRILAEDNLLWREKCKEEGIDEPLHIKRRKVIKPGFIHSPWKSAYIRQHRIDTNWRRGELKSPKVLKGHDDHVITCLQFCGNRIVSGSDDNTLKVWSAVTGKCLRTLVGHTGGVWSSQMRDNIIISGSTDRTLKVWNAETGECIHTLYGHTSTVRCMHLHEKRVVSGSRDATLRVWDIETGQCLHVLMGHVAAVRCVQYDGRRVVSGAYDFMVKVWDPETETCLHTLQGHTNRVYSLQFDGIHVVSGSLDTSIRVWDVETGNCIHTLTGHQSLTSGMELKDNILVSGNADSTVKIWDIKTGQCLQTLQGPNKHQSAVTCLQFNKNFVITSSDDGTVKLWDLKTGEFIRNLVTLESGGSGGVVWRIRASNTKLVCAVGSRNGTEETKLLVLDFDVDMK
# GPR151 activ: activators of human GPR151, primary screen, cell-based, PathHunter beta-arrestin, luminescence; G-protein coupled receptor 151 (Homo sapiens), Q8TDV0; PathHunter beta-arrestin GPR151 cells; activation, % at 11.2 µM; 650,000 tested, 1% active; AID 1508602, 2020; in the data active = activation above about 4.9%;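 also: 0% = median of compound wells and 100% = cells with positive control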
# Target sequence (Q8TDV0 whole entry, looked up): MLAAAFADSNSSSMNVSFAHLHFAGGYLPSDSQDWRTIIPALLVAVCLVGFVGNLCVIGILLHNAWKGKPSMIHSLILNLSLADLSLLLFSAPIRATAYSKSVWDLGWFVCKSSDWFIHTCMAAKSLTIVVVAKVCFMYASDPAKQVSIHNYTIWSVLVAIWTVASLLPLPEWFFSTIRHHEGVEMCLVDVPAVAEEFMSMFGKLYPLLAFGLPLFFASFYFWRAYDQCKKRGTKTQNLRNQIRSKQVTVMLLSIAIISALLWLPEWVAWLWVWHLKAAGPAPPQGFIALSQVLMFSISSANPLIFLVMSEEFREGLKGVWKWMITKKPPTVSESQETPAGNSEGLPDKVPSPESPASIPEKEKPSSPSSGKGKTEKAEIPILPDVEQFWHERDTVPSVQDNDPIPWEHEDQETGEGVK
# MITF inh: MITF inhibitors, primary screen, biochemical, AlphaScreen, human. inhibition, % at 2.6 µM. AlphaScreen MITF homodimerization, bead proximity signal. 650,000 tested, 0.91% active. Microphthalmia-associated transcription factor (Homo sapiens), O75030; in the data active = inhibition above about 50%;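 also: 0% = vehicle wells with protein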
# TEAD-YAP inh: TEAD-YAP interaction inhibition, primary screen, TEAD-YAP interaction inhibitor project, luminescence, HEK-TIYL cells | inhibition, % at 9.12 µM | 640,000 tested, 1.4% active | AID 1259422, 2018 | TEAD-Gal4/YAP UAS-luciferase luminescence; in the data active = inhibition above about 32%;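 also: 0% = median of test compound wells and 100% = reference inhibitor wells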
# The depositor's hits bear a star.
SMILES,FBW7 act,GPR151 activ,MITF inh,TEAD-YAP inh
O=S(=O)(c1ccc(Br)s1)N1CCN(c2ccc(Cl)c(Cl)c2)CC1,0.3,1.1,-2.5,-7.6
O=c1ccc2cc([N+](=O)[O-])ccc2o1,-0.1,2.5,4.7,6.4
CCN1C(=O)c2ccc(C(=O)NCc3ccc(C(=O)O)cc3)cc2C1=O,-0.3,-1.5,-2.4,-5.8
COc1ccccc1NC(=O)CN1CCC(c2nnc(C3CC3)o2)CC1,0.0,-0.5,9.3,6.8
COc1cc(/C=C2/C(=O)N(C)C(=S)N2C)cc(Br)c1O,0.0,-1.4,4.4,-3.4
CCOC(=O)c1cc(NC(=O)Nc2ccc(-c3ccccc3)cc2)c(C)nc1C,-0.2,-1.3,-21.1,-16.9
Cc1cc(C)cc(C(=O)O/N=C(\N)c2cccnc2)c1,0.1,0.5,55.7*,-10.4
CCOC(=O)c1c(NC(=O)CSc2nnc(CNC(=O)c3cccc(F)c3)n2C)sc2c1CCCC2,0.2,-0.7,2.1,2.4
N#CC1=C(N)N(c2ncn[nH]2)C2=C(C(=O)CCC2)C1c1ccccc1C(F)(F)F (configuration not stated),0.0,-0.4,-6.1,6.2
CCOC(=O)C1=CN(C(C)C)C=C(C(=O)OCC)C1c1ccc(O)c(OCC)c1,0.9,0.0,3.9,-6.3
CNC(=O)c1oc2ccc3c(c2c1C)C(=O)CC(C)(c1ccc(F)cc1)O3 (configuration not stated),-0.1,1.6,7.7,1.5
CC(=O)NN1C(=O)c2ccccc2NC1c1ccoc1 (configuration not stated),-0.1,-0.8,1.1,-6.8
COc1cc(C(=O)N2N=C(C3CC3)CC2(O)C(F)(F)F)cc(OC)c1OC (configuration not stated),0.1,-1.1,-1.3,10.1
CCOC(=O)CN(c1cccc(C)c1)C1SC(=O)N(Cc2cccc(C(=O)O)c2)C1=O (configuration not stated),0.6,0.0,0.9,-4.6
COc1cccc(-n2cccc2C(=O)C(=O)N(C)C)c1C#N,-0.1,-0.3,-4.2,4.1
CCOc1ccccc1NC(=O)Cn1c(=O)n(Cc2cccs2)c(=O)c2cccnc21,0.0,-1.4,-1.3,-8.4
CNCCOc1ccc(C)cc1I,0.0,-0.5,42.5,5.5
O=C(NNC(=O)C1CCN(Cc2ccc(F)cc2Cl)CC1)Nc1ccc2c(c1)OCO2,0.2,-2.5,13.7,6.6
COc1ccc2[nH]c3c(c2c1)CCn1c-3nc2ccccc2c1=O,-0.1,0.9,-6.4,20.7
O=C(O)c1ccc(Cl)c(S(=O)(=O)NC(Cc2ccccc2)C(=O)O)c1 (configuration not stated),0.2,0.4,6.0,1.1
CN(C)c1ccc(C(=O)OCC(=O)c2ccccc2Cl)cc1,1.2,-0.7,3.0,-55.8
COc1ccc(O)c(/C=N/NC(=O)C(C)n2nnc3ccccc32)c1 (configuration not stated),0.0,4.9,-1.6,-2.5
O=C(Nc1c2c(nn1-c1ccc(F)cc1)CS(=O)C2)c1ccc(F)cc1 (configuration not stated),0.4,-2.2,-9.8,-0.3
Nc1cc(OC(=O)c2ccccc2Cl)nn1S(=O)(=O)c1ccccc1,0.0,1.2,6.0,-5.2
COc1ccc(-c2nc(NCCOc3ccccc3)c3ncn(C(C)C)c3n2)cc1,0.1,0.3,12.7,15.2
SMILES,FBW7 act,GPR151 activ,MITF inh,TEAD-YAP inh
CCCOc1ccccc1/C=N\NC(=O)Cn1c([N+](=O)[O-])cnc1C,0.2,0.5,-9.9,-10.3
C/C(=N\NC(=O)c1ccc(Br)cc1)c1ccccc1,0.2,0.1,8.0,-10.5
Cc1cc(C)n(-c2cc(N3CCN(C(=O)c4cccs4)CC3)ccc2[N+](=O)[O-])n1,0.0,-0.9,4.8,-9.6
O=C1CC(c2noc(-c3ccccn3)n2)CN1c1ccc(F)cc1 (configuration not stated),0.2,0.1,2.7,13.7
Cc1ccc2nsnc2c1NC(=O)c1cc(Br)ccc1Cl,-0.3,3.2,1.8,-7.6
COCCCN1C(=O)CC(CC(=O)NC2CCc3ccccc32)(c2ccccc2C)C1=O (configuration not stated),0.0,1.3,-2.8,16.8
CC(=O)CN(CC(=O)O)S(=O)(=O)c1ccc(C)cc1,-0.2,1.3,-4.1,4.3
CCOC(=O)c1ccccc1NC(=O)c1ccc(OC)c(OC)c1,0.0,-1.0,-3.5,6.7
COc1cccc(C2CC(c3ccc(Cl)cc3)=NC(c3cccc(F)c3)N2)c1O (configuration not stated),0.2,1.7,24.8,-20.8
CCN(CC)CCCCCOc1ccc([N+](=O)[O-])cc1,0.1,0.0,7.9,1.2
CC1=C(C)CC2C(=O)N(c3ccc(N(C)C)cc3)C(=O)C2C1 (configuration not stated),1.0,0.4,11.7,-11.5
Cc1cccc(-c2noc(CCC(=O)N(C)C)n2)c1,-0.1,-4.2,-6.9,-41.9
c1ccc(CSc2nnc3c(n2)OC(c2ccncc2)Nc2ccccc2-3)cc1 (configuration not stated),0.0,0.9,-1.0,-3.0
Cc1cc(C)nc(N2CCCC(C)C2)n1 (configuration not stated),0.0,-0.2,-5.5,-10.5
Cc1ccc(N(CC(=O)NCC2CCCO2)S(=O)(=O)c2ccc(Cl)cc2)cc1 (configuration not stated),-0.1,-0.9,7.2,-1.1
Cc1cc(C)n2nc(SCc3cc([N+](=O)[O-])cc4c3OCOC4)nc2n1,-0.1,0.0,-96.1,-0.8
Cc1ccc(C)c(Oc2coc3cc(OCc4ccccc4)ccc3c2=O)c1,-0.1,-0.3,2.2,-0.1
CC(=O)OC1NC(=O)NC1OC(C)=O (configuration not stated),-0.2,-0.3,8.4,4.6
COc1ccc(OC)c(NC2=NS(=O)(=O)c3cc([N+](=O)[O-])ccc32)c1,0.1,-0.3,-11.0,-8.5
Cn1c(CC(=O)NNC(=O)Cc2csc(-c3ccccc3)n2)nc2ccccc21,-0.1,-1.2,-2.3,9.6
CCN(CC)CCCNC(=O)c1[nH]c(C)c(C(C)=O)c1C,-0.1,0.2,3.1,0.4
Cc1cc(C(=O)OCC(=O)Nc2ccc(F)c(F)c2F)c(C)o1,-0.1,0.5,-179.0,-3.1
CCN1C(=O)S/C(=C/c2ccc(OC)c(C)c2OC)C1=O,-0.2,0.5,6.3,-22.5
CC/C(C)=N/NC(=O)COc1ccc(Cl)cc1C,0.3,1.3,5.6,6.9
CC1CCN(Cc2nc3sc4c(c3c(=O)[nH]2)CCC4)CC1,0.1,-1.4,13.0,-3.7
SMILES,FBW7 act,GPR151 activ,MITF inh,TEAD-YAP inh
CCN(Cc1ccccc1)C(=O)c1c[nH]c2ccc(S(=O)(=O)N3CCc4ccccc43)cc2c1=O,0.6,-0.2,2.3,6.3
COc1cccc(/C=N/NC(=O)CCc2n[nH]c(=O)[nH]c2=O)c1OC,-0.1,-1.6,3.7,2.2
Oc1ccc(Br)cc1/C=N/Nc1nc2nonc2nc1Nc1ccc(F)cc1,-0.1,1.2,6.7,11.7
Nc1cc(OC(=O)c2ccccc2F)nn1S(=O)(=O)c1ccc(F)cc1,0.1,-1.2,19.1,-4.2
CCOC(=O)C(C(=O)OCC)C(C)(C)/C(C)=N/Nc1ccc([N+](=O)[O-])cc1[N+](=O)[O-],-0.2,1.0,12.1,9.3
COCCNC(=O)C1CSC(c2ccccc2C)N1C(=O)Nc1ccccc1OC (configuration not stated),0.1,0.5,0.9,-3.7
CCCCSc1nc2c(c(=O)[nH]1)CCC2,0.0,1.5,2.6,1.9
CC1CCC(N2CCN(Cc3ccco3)CC2)CC1 (configuration not stated),0.0,0.5,71.1*,7.9
Cc1nn(CC(=O)NCCc2cccs2)c(=O)c2cccn12,0.1,-1.0,4.9,1.1
CCOC(=O)c1c(C)n(-c2ccc(C)cc2C)c2ccc(O)cc12,0.0,2.3,11.3,-7.5
Nc1ccc(S(=O)(=O)NCc2ccccn2)cc1,0.0,-0.1,2.5,-0.9
Cc1ccc(-c2nnc(NCCCN3CCOCC3)c3ccccc23)cc1C,0.0,-1.1,44.4,8.5
Cc1cnc(C(=O)NCC2CCN(Cc3ccccc3)CC2)cn1,0.7,0.1,5.3,11.9
CN1C(=O)[C@H]2CN(Cc3cnn(-c4cccc(F)c4)c3)CCN2C(=O)[C@@H]1CO,-0.1,-1.1,-8.4,4.0
CCOC(=O)c1cnc2ccc(OCC)cc2c1NCCCN(CC)CC,0.6,-0.2,-2.7,33.1*
CC(NC(=O)Cn1cc(NC(=O)c2ccccc2F)cn1)c1ccccc1Cl (configuration not stated),0.2,0.2,13.6,5.2
COc1cc(NS(=O)(=O)c2ccc(NC(=O)c3cccc(F)c3)cc2)nc(OC)n1,0.1,2.4,8.8,-5.4
CCn1nnc2c(N3CCN(CC(=O)Nc4ccccc4F)CC3)ncnc21,0.4,-0.6,-8.3,5.1
O=C(Nc1cccc(Cl)c1)c1ccc(F)c(S(=O)(=O)NCc2cccnc2)c1,-0.1,-0.3,2.5,2.0
COc1ccccc1N(CC(=O)NC(C)(C)C)C(=O)CCC(=O)Nc1ccccn1,0.0,-0.3,3.8,3.4
CC12CCC(C(=O)Nc3cc(Cl)ccc3Cl)(OC1=O)C2(C)C (configuration not stated),-0.1,-0.1,0.3,11.2
Cc1nccn1CCOCCOc1ccccc1C(C)(C)C,-0.1,3.3,43.3,-15.1
C=CCNC(=S)N/N=C\c1cn(CC(=O)Nc2ccc3c(c2)OCO3)c2ccccc12,-0.1,1.0,2.2,2.1
O=C(CSc1ccccn1)N/N=C/C=C/c1ccccc1,0.0,-1.7,9.6,-13.5
CN(C)S(=O)(=O)c1ccc(C(=O)OCCC[N+](C)(C)C)o1,0.1,-0.1,-10.5,13.6

# 12 entries from above, with two lines to a compound:
# Results follow in this order: FBW7 act | GPR151 activ | MITF inh | TEAD-YAP inh
> CN1C(=O)[C@H]2CN(Cc3cnn(-c4cccc(F)c4)c3)CCN2C(=O)[C@@H]1CO
  -0.1 | -1.1 | -8.4 | 4.0
> CCOC(=O)c1cnc2ccc(OCC)cc2c1NCCCN(CC)CC
  0.6 | -0.2 | -2.7 | 33.1*
> CC(NC(=O)Cn1cc(NC(=O)c2ccccc2F)cn1)c1ccccc1Cl (configuration not stated)
  0.2 | 0.2 | 13.6 | 5.2
> COc1cc(NS(=O)(=O)c2ccc(NC(=O)c3cccc(F)c3)cc2)nc(OC)n1
  0.1 | 2.4 | 8.8 | -5.4
> CCn1nnc2c(N3CCN(CC(=O)Nc4ccccc4F)CC3)ncnc21
  0.4 | -0.6 | -8.3 | 5.1
> O=C(Nc1cccc(Cl)c1)c1ccc(F)c(S(=O)(=O)NCc2cccnc2)c1
  -0.1 | -0.3 | 2.5 | 2.0
> COc1ccccc1N(CC(=O)NC(C)(C)C)C(=O)CCC(=O)Nc1ccccn1
  0.0 | -0.3 | 3.8 | 3.4
> CC12CCC(C(=O)Nc3cc(Cl)ccc3Cl)(OC1=O)C2(C)C (configuration not stated)
  -0.1 | -0.1 | 0.3 | 11.2
> Cc1nccn1CCOCCOc1ccccc1C(C)(C)C
  -0.1 | 3.3 | 43.3 | -15.1
> C=CCNC(=S)N/N=C\c1cn(CC(=O)Nc2ccc3c(c2)OCO3)c2ccccc12
  -0.1 | 1.0 | 2.2 | 2.1
> O=C(CSc1ccccn1)N/N=C/C=C/c1ccccc1
  0.0 | -1.7 | 9.6 | -13.5
> CN(C)S(=O)(=O)c1ccc(C(=O)OCCC[N+](C)(C)C)o1
  0.1 | -0.1 | -10.5 | 13.6

# The list continues.
SMILES,FBW7 act,GPR151 activ,MITF inh,TEAD-YAP inh
CCOC(=O)c1nnn(-c2nonc2N)c1CNc1ccc(C)c(Br)c1,0.3,1.4,1.2,8.7
COc1ccc(/C=N/NC(=O)c2nnn(-c3nonc3N)c2CN2CCC(C)CC2)cc1,-0.1,0.5,-5.6,-3.9
Cc1cccc(-n2nc([N+](=O)[O-])c(=Nc3ccc(C)c(C)c3)n2O)c1,-0.5,1.2,32.7,10.2
COc1ccc(Cl)cc1NC(=O)C1CC2CCCN2C12C(=O)N(C)c1ccccc12 (configuration not stated),-0.1,2.6,-2.2,3.7
Cc1ccc(-c2cc(NC(=O)CN3C(=O)CN(C)C3=O)n(-c3ccccc3)n2)cc1,-0.2,1.7,1.1,-5.6
CC1(C)CC(=O)C(C(C2=C(O)CC(C)(C)CC2=O)c2cccc([N+](=O)[O-])c2)C(=O)C1 (configuration not stated),0.1,2.3,8.5,4.0
CC(C(=O)OCC(=O)c1ccc(Cl)cc1)N1C(=O)c2cccc([N+](=O)[O-])c2C1=O (configuration not stated),-0.1,-0.1,12.4,-7.6
Cn1c(-c2cc(Cl)ccc2O)n[nH]c1=S,-0.1,-0.5,13.9,6.6
CC(=O)N1CC(C)Sc2cc(S(=O)(=O)NC3CCCCC3C)ccc21 (configuration not stated),0.0,0.3,1.0,3.2
CC(=O)c1ccccc1NC(=O)CC12CC3CC(CC(Br)(C3)C1)C2,0.0,0.4,17.5,-4.1
CCOC(=O)c1ccc(NC(=O)c2ccc3c(c2)C(=O)N(c2ccc(C(=O)OCC)cc2)C3=O)cc1,0.5,-0.5,-13.1,-7.5
COc1cc(Cl)c(Cl)c(/C=N/NC(=O)c2ccc(F)cc2)c1O,0.1,-0.2,27.3,6.2
CC(=O)Nc1cccc(NC=C(C#N)C#N)c1,0.1,-0.7,11.8,3.2
CCOC(=O)c1c(NC(=O)C(F)(OC)C(F)(F)F)sc(-c2ccccc2)c1C (configuration not stated),0.1,0.3,5.0,2.8
CCN(CC)C(=O)NCc1ccccc1OC,0.0,0.3,-1.3,0.8
CNC(=O)COC(=O)c1ccc(I)cc1,0.3,-2.1,-3.0,3.8
Cc1cc(C)cc(NS(=O)(=O)c2c[nH]c(=O)[nH]c2=O)c1,0.8,-2.0,17.7,-6.1
